EPAC2 antag: blocks human EPAC2 exchange factor; 360,000 tested, 0.18% active; AID 720708; Potency, µM (doses to about 114 µM), inactives show top-dose activity, negative = inhibition, actives largely listed as inhibitors; EPAC2 GEF exchange of Rap1B-BODIPY-GDP, fluorescence; also: potency is read from the fitted curve at half-maximal effect; % is scaled to controls: 0 for no effect and ±100 for the full control effect; nearly all actives have a fitted effect of over 45% in size; many of its hits are not listed in these tables
Target sequence (Q8WZA2 whole entry, looked up): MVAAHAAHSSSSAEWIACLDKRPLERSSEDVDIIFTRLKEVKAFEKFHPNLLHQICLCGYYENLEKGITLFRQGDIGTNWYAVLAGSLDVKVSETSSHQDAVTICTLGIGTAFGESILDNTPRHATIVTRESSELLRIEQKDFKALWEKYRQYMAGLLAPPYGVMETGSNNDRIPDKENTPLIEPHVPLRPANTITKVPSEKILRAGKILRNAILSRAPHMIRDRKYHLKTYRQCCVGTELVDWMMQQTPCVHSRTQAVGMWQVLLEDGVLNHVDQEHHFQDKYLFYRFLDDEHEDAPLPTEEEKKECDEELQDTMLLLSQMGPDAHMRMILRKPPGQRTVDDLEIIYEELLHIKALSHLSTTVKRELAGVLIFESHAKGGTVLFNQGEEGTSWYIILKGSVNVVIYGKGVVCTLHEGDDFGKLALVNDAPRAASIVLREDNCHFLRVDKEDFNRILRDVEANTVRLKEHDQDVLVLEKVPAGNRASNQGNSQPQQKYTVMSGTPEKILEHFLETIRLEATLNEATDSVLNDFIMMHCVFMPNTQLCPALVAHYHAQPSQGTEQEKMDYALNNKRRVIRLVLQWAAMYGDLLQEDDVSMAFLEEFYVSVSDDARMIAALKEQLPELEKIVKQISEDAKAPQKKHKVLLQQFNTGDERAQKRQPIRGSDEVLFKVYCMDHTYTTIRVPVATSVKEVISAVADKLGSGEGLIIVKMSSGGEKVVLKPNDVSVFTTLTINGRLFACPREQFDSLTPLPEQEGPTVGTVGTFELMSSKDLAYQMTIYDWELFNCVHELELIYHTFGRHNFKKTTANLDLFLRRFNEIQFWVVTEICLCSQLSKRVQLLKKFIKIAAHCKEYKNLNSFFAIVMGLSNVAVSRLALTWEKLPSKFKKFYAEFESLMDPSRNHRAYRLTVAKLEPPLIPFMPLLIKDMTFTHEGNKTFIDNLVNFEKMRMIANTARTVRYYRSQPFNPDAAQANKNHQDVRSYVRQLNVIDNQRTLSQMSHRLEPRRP
EPAC2 agonist: activates human EPAC2 exchange factor. EPAC2 activation, biochemical qHTS; response scale: 100% = 6.5 mM cAMP response. 360,000 tested, 0.079% active. Q8WZA2. Potency, µM (titrated, usually from 154 µM), for inactives: at the highest dose activation, hits mostly activators. AID 720711; also: potency is read from the fitted curve at half-maximal effect; nearly all actives have a fitted effect of over 50% in size
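In this primary screen, activation is scored as increased exchange of BODIPY-GDP from Rap1B by 100 nM EPAC2, with 50 uM GDP as competitor. Signal is normalized to the 6.5 mM cAMP agonist control.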
TGFb inhibitor: inhibitors of TGF-b signaling; HepG2 CAGA-GFP TGF-b/SMAD3 reporter, GFP fluorescence, 18 h; TGF-beta stimulated, 500 pg/mL final; Potency, µM (doses to about 46.1 µM), without a hit: top-dose activity, negative = inhibition, hits mostly inhibitors; 410,000 tested, 1.2% active; also: potency is read from the fitted curve at half-maximal effect; % is scaled to controls: 0 for no effect and ±100 for the full control effect; nearly all actives have a fitted effect of over 65% in size
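Per well, imaged GFP fluorescence of HEPG2 CAGA-GFP cells gives the signal; cells get compound, then TGF-beta (500 pg/mL final), 18 h at 37 degrees C; %Activity versus -TGF-beta and +DMSO controls.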
A549 tox: kills or reduces viability of A549 cells in Nrf2 counter-screen; A549 ARE-Fluc cells, CellTiter-Fluor viability, 18-24 h; 390,000 tested, 0.16% active; AID 504648; Potency, µM (top dose mostly 46 µM), for the others: top-dose activity change, negative = cytotoxicity, hits mostly inhibitors; also: potency is read from the fitted curve at half-maximal effect; % is scaled to controls: 0 for no effect and ±100 for the full control effect
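A549 ARE_Fluc cells in 5% FBS OPTI-MEM were exposed to compounds in concentration-response for 18-24 h at 37 deg C. Viability was read by CellTiter-Fluor fluorescence (Ex 405/Em 525) after 30 min, before the luciferase read.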
Nrf2 activator: activators of Nrf2 (ARE) signaling. AREc32 ARE-luciferase reporter (MCF7-derived line), luminescence, 24 h. 410,000 tested, 0.31% active. Potency, µM (series often up to 46.1 µM), for the others: top-dose activation, actives largely listed as activators; also: potency is read from the fitted curve at half-maximal effect; % of control where 0% means no effect; nearly all actives have a fitted effect of over 65% in size
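ARE-driven firefly luciferase activity in AREc32 cells measured after a 24 hr compound exposure at 37 deg C, using Steady-Glo reagent and a 30 min room-temperature hold.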
CCT chaperon mod: changes cytosolic chaperonin activity. purified chaperonin ATPase assay, HTRF ADP detection, 30 min. 360,000 tested, 0.3% active. activity change, % (concentration not given with the values), hits read low; in the data active = activity change below about -30%; also: % is scaled to controls: 0 for no effect and ±100 for the full control effect
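TRiC (40 or 20 nM final, by batch activity) in 30 mM Tris pH 7.4, 100 mM KCl, 5 mM MgCl2, 1 mM DTT was treated with compound at 76 uM single dose, then 10 uM ATP, 30 min at 37 °C. ADP was read by HTRF Transcreener.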
Nrf2 inh: Nrf2 pathway inhibition; Potency, µM (titrated, usually from 46 µM), for the others: top-dose activity change, negative = inhibition, most hits filed as inhibitors; A549 ARE-Fluc reporter, luciferase luminescence, 18-24 h; AID 504444; 360,000 tested, 2.1% active; also: potency is read from the fitted curve at half-maximal effect; % is scaled to controls: 0 for no effect and ±100 for the full control effect; nearly all actives have a fitted effect of over 60% in size
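A549 ARE_Fluc cells, 5000/well, 5% FBS OPTI-MEM; compounds in dose-response, 18-24 h at 37 °C/5% CO2; CellTiter-Fluor viability read (Ex 405/Em 525), then BugLite luciferase luminescence = Nrf2 activity.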
Akt phos inh: Akt phosphorylation inhibition | activity change, % for hits at 50 µM | 360,000 tested, 0.32% active | Neuro2A IGF-stimulated pAkt S473 HTRF, 20 min; active compounds read low; in the data active = activity change below about -80%; inconclusive = mostly about -51% to -80%; also: % is scaled to controls: 0 for no effect and ±100 for the full control effect
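Neuro2A cells (4,500/well, DMEM with 0.5% FBS) were treated with compound at a single 50 µM final concentration, stimulated with 6 nM IGF for 20 min at 37 °C, and lysed. Phospho-Akt Ser473 was read by HTRF as 665/615 ratio ×10^4.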
MmCpn inh: blocks the Methanococcus maripaludis chaperonin Mm-Cpn | Potency, µM (titrated, usually from 76.9 µM), inactives show at the top dose activity, negative = inhibition, usual class: inhibitors | AID 504842 | 330,000 tested, 0.031% active | purified Mm-Cpn ATPase, ADP Transcreener TR-FRET; also: potency is read from the fitted curve at half-maximal effect; % is scaled to controls: 0 for no effect and ±100 for the full control effect; nearly all actives have a fitted effect of over 80% in size
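Compound-treated chaperonin, 25 nM final, turns over 10 uM ATP at 37°C for 30 min following a 10 min preincubation; ADP generated competes with ADP-d2 for Eu-cryptate antibody, lowering FRET.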
* hit, by the source's call; i = inactive; ? = inconclusive; · = no result given; & = joins results of further samples; ! = not active in a repeat; [ ] = dose if it differs, or a comment. Unless noted, calls follow the shape of the dose curve; as a rule, active = well fitted curve in the direction sought with a large enough effect; inconclusive = small, poorly fitted or top-dose-only effect, or another doubt; inactive = no such curve, though single readings can be large; an effect the other way counts as inactive or inconclusive.

SMILES	EPAC2 antag	EPAC2 agonist	TGFb inhibitor	A549 tox	Nrf2 activator	CCT chaperon mod	Nrf2 inh	Akt phos inh	MmCpn inh
CCN1CCCc2cc(CN(CCN3CCOCC3)C(=S)Nc3cccc(OC)c3)ccc21	-12%	12%	?	2%	0.1%	1.1	-18%	i	-13%
COc1cccc(/C=C/C(=O)N2CCN(S(=O)(=O)c3ccccc3)CC2)c1OC	2%	11%	-2%	-3%	8.6%	-2.5	4%	i	1%
CCOC(=O)C1CCCN(Cc2ccc(O)c(OC)c2)C1 (centres undefined)	-5%	4%	-14%	0%	0.2%	-1.7	3%	·	1%
O=C(NCc1ccco1)C(=O)NCC1OCCN1S(=O)(=O)c1ccc(Br)cc1 (centres undefined)	19%	9%	4%	-5%	-0.5%	-9.4	3%	i	-1%
COc1ccc(S(=O)(=O)NCc2ccco2)c2ccccc12	-15%	9%	-25%	?	?	1.8	3.7µM*	i	1%[15.4 µM]
O=C(NCCc1nc(-c2ccccc2)no1)c1ccccc1	2%	-3%	-4%	3%	3.4%	0.1	0%	i	·
O=C(C[C@H]1C[C@H](C(=O)N2CCCCC2)[C@@]2(CCc3ccccc3)c3[nH]c4ccc(Cl)cc4c3CCN2C1=O)NCCN1CCOCC1	5%	3%	18%	0%	-0.2%	2.6	9%	i	-1%
COc1ccccc1CCNC(=O)C(=O)NCC1OCCN1S(=O)(=O)c1ccc(OC)c(OC)c1 (centres undefined)	3%	0%	8%	15%	0.0%	-1.3	?	i	-2%
Nc1ccc(C(=O)OCc2nc3cc4ccccc4cc3[nH]2)cc1	-4%	3%	-8%	-4%	0.2%	1.7	?	i	2%
Cc1ccc(NC(=S)N(CCN2CCOCC2)Cc2ccccc2F)cc1	10%	-6%	5%	16%	0.1%	0.5	5%	i	-1%
CCOc1ccc(CCNC(=O)Cn2ncn3nc(-c4ccc(OC)cc4)cc3c2=O)cc1	0%	-6%	11%	-3%	-0.4%	1.6	?	i	-2%
CC1CN(C(=O)CCNC(=O)c2ccc(Br)cc2)CC(C)O1 (centres undefined)	-4%	-1%	-2%	-1%	-0.5%	-2.3	?	i	-1%
CCc1ccc(NC(=O)c2cccc(N3CCCS3(=O)=O)c2)cc1	·	·	0%	-16%	7.5%	·	?	·	·
O=C1c2ccc3c4c(ccc(c24)C(=O)N1c1cccc(O)c1)C(=O)N(c1cccc(O)c1)C3=O	7%	3%	4µM*	1%	-3.8%	-0.1	13%	i	2%
CC1(C)OC(=O)C2=C(C[C@@H](CCc3ccccc3)O[C@H]2CCc2cccc(Cl)c2)O1	-6%	11%	·	·	0.1%	-1.5	·	i	·
COc1ccc(/C=C2\CCc3ccccc3C2=O)c(OC)c1OC	?	22%	-19%	7%	18%	1.5	-3%	i	-5%
CCOc1ccc(CNC(=O)Cn2nc(C)n3cccc3c2=O)cc1	·	·	41%[activator]	12%	-0.6%	·	?	·	·
CN(C)C(CNC(=O)c1oc2ccccc2c1CSc1ncn[nH]1)c1ccco1 (centres undefined)	-1%	8%	2%	1%	6.6%	-5.0	-2%	i	-2%
Cc1cc(C(F)(F)F)nn1-c1nc(-c2ccccc2)cc(C(F)(F)F)n1	·	·	2%	0%	3.3%	·	-21%	·	·
CCC(=O)Oc1ccc(-c2nc3ccccc3c(=O)o2)cc1	·	·	12%	2%	0.5%	·	10%	·	·

Pulled one by one from the list above (5):
SMILES	EPAC2 antag	EPAC2 agonist	TGFb inhibitor	A549 tox	Nrf2 activator	CCT chaperon mod	Nrf2 inh	Akt phos inh	MmCpn inh
Cc1cc(C(F)(F)F)nn1-c1nc(-c2ccccc2)cc(C(F)(F)F)n1	·	·	2%	0%	3.3%	·	-21%	·	·
CN(C)C(CNC(=O)c1oc2ccccc2c1CSc1ncn[nH]1)c1ccco1 (centres undefined)	-1%	8%	2%	1%	6.6%	-5.0	-2%	i	-2%
Nc1ccc(C(=O)OCc2nc3cc4ccccc4cc3[nH]2)cc1	-4%	3%	-8%	-4%	0.2%	1.7	?	i	2%
CC1(C)OC(=O)C2=C(C[C@@H](CCc3ccccc3)O[C@H]2CCc2cccc(Cl)c2)O1	-6%	11%	·	·	0.1%	-1.5	·	i	·
CCOC(=O)C1CCCN(Cc2ccc(O)c(OC)c2)C1 (centres undefined)	-5%	4%	-14%	0%	0.2%	-1.7	3%	·	1%

Later entries:
SMILES	EPAC2 antag	EPAC2 agonist	TGFb inhibitor	A549 tox	Nrf2 activator	CCT chaperon mod	Nrf2 inh	Akt phos inh	MmCpn inh
CC(CC(=O)Nc1ccc2c(c1)c(=O)n(C)n2-c1ccccc1F)c1ccccc1 (centres undefined)	-27%	2%	0%	·	-1.4%	-1.1	·	i	·
O=C(Nc1cccnc1Cl)c1ccc(Cl)c([N+](=O)[O-])c1	4%	0%	3%	-6%	0.0%	1.1	1%	i	-1%
CCOC(=O)c1ccc(COC(=O)CCc2nc(-c3ccccc3)c(-c3ccccc3)o2)cc1	-2%	3%	-12%	-8%	-0.2%	0.9	·	i	-1%
OC(c1ccc(Cl)cc1Cl)C(Cc1cccnc1)n1cncn1 (centres undefined)	8%	5%	2%	0%	-0.2%	-4.8	-17%	i	1%
COc1ccccc1-c1cc2nc(-c3ccccc3)cc(N3CCN(C(=O)c4ccoc4)CC3)n2n1	2%	6%	?	·	-3.4%	2.2	·	i	·
CC1CCCCN1N=Nc1nc2c([nH]1)c(=O)n(C)c(=O)n2C (centres undefined)	-4%	7%	2%	-5%	2.7%	-4.8	2%	i	·
Cn1c(=NC(=O)C2CCN(S(=O)(=O)c3cccs3)CC2)sc2ccccc21	6%&0%	11%&9%	-6%&-1%	-4%&-14%	0.0%&-0.5%	-18&0.4	?	-91%*!	0%
COc1c(NC(C)=O)c2ccccc2c2ccccc12	-5%	2%	11%	-1%	0.2%	-1.8	-6%	i	1%
CC1(C)CC(=O)C(C=NCCN2CCNC2=O)=C(O)C1	1%	-6%	-22%	0%	0.1%	-2.1	8%	i	0%
O=C1COc2ccc(C(=O)COC(=O)COc3ccccc3[N+](=O)[O-])cc2N1	1%	4%	2%	0%	-0.3%	1.3	0%	i	0%
CCC1CCC/C1=N\NC(=O)c1ccoc1C (centres undefined)	2%	7%	2%	1%	0.6%	-0.8	45%	i	1%
CC1CCN(CC(=O)NNC(=O)c2cccc(Br)c2)CC1	0%	3%	6%	0%	-0.1%	0.6	?	i	3%
CCOC(=O)c1c(NC(=O)C2CCCN(S(=O)(=O)c3ccc(C)cc3)C2)sc2c1CCCC2 (centres undefined)	4%	-1%	0%	-18%	-1.1%	1.4	-13%	i	2%
Cc1ccccc1NC(=O)CCC(=O)OCCCC(F)(F)C(F)(F)F	-3%	-15%	-12%	-7%	-0.5%	0.4	25%	i	0%
CC(C)(C)NC(=O)/C=N/O	12%	-12%	-11%	-1%	-0.6%	-0.8	19%	i	1%
C=CCn1c(N)cc(=O)nc1SCC(=O)Nc1ccccc1C(N)=O	-16%	-5%	1%	1%	-0.4%	-4.5	-15%	i	3%
Cc1ccccc1NC(=O)COC(=O)c1ccc2nc(C)c(C)nc2c1	-26%	-3%	8%	-3%	-1.7%	0.1	8%	i	-4%
CC(=O)Nc1sc(N/N=C/c2ccccc2)nc1-c1ccc(C)cc1	-3%	4%	-1%	-4%	4.6%	-2.9	12%	i	0%
O=C(NNC1=NCCCCC1)Nc1cccc(Cl)c1	2%	4%	10%	-7%	3.9%	0.6	?	i	2%
CC(C)CN(CC(C)C)S(=O)(=O)N1CCC(C(=O)NCc2ccccn2)CC1	13%	-2%	0%	-3%	-0.5%	1.1	13%	i	-3%
COc1cccc(NC(=O)CSc2nc(N)cc(N)n2)c1	11%	2%	47%[activator]	8%	1.7%	0.6	11%	i	2%
CC(=O)Nc1ccc(NC(=O)c2cc(-c3cc(C)c(C)cc3O)n[nH]2)cc1	3%	8%	-5%	6%	-0.2%	1.0	0%	i	-1%
CCOC(=O)C1=C(C)NC(C)=C(C(=O)OCC)C1C(=O)OCC(=O)N(C)C1CCS(=O)(=O)C1 (centres undefined)	5%	0%	9%	0%	-0.4%	5.2	19%	i	1%
Cc1cccc(C(=O)NNC(=O)c2ccccc2[N+](=O)[O-])c1	4%	9%	-1%	6%	0.7%	-0.3	15%	i	-1%
C/C(=N\OCC(=O)Nc1ccc2c(c1)OCCO2)c1ccc2c(c1)OCCO2	-2%	13%	-10%	-14%	-0.4%	-6.5	18µM*	i	3%
O=S(=O)(c1ccc(F)cc1)N1CCCNCC1	6%	14%	-1%	4%	-0.3%	-1.5	6%	i	-3%
O=C(Cc1ccccc1)Nc1sc2c(c1C(=O)Nc1ccccc1Cl)CCC2	·	·	15%	0%	0.3%	·	11%	·	·
CCOC(=O)n1c(=O)n(Cc2cccc(F)c2)c2ccccc21	-19%	5%	1%	1%	-0.4%	2.0	-3%	i	0%
CCOc1ccc(C(=O)c2cn(Cc3ccccc3OC)c3cc4c(cc3c2=O)OCCO4)cc1	·	·	-3%	-3%	-0.1%	·	22%	·	·
CCOC(=O)c1c(C)nc2c(c1-c1ccc(OC)c(OC)c1)C(=O)c1ccccc1-2	-1%	?	?	14%	7.1%	0.5	13%	i	1%
CCOC(=O)C1(Cc2cccc(Cl)c2)CCCN(C(=O)c2c(CC)noc2C)C1 (centres undefined)	0%	5%	-8%	1%	0.6%	1.5	-3%	i	-2%
Cc1csc2c(SCC(=O)NNS(=O)(=O)c3cccc(C(F)(F)F)c3)ncnc12	-7%	1%	-10%	13%	0.3%	1.7	5%	i	-2%
CCCn1c2ccccc2c2cnn(CC(=O)NC3CCCCC3C)c(=O)c21 (centres undefined)	0%	0%	12%	10%	-0.5%	-8.3	9%	·	2%
COc1ccc(CNC(=O)C2=C(C)C(=O)OC23CCN(C(C)=O)CC3)cc1	·	·	-4%	?	-0.7%	·	?	·	·

Not all compounds are listed (hit frequency here may not be typical).
